# High-throughput results from PubChem BioAssay.
# VP16 counter: Gal4-VP16 reporter inhibition counter-screen; 310,000 compounds, 3.5% hits; Potency, µM (top dose mostly 53.6 µM), without a hit: top-dose activity, negative = inhibition, hits mostly inhibitors; Drosophila S2 Gal4-VP16 UAS-luciferase, luminescence, 20 h; AID 2546;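 further: Gal4-VP16 expression switched on by copper sulfate through the metallothionein promoter; potency means the concentration at half of the fitted maximal effect; on the % scale 0 is the no-effect control and ±100 the full control effect; nearly all actives have a fitted effect of over 50% in size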
# Tb PFK block: T. brucei PFK enzyme inhibition. O15648. T. brucei PFK, ADP-Glo luminescence. Potency, µM (series often up to 57.5 µM), for the others: top-dose activity, negative = inhibition, actives largely listed as inhibitors. 330,000 compounds, 0.17% hits. AID 485367;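 further: potency means the concentration at half of the fitted maximal effect; 0% = uninhibited 1x PFK enzyme wells and -100% = no-enzyme wells; nearly all actives have a fitted effect of over 60% in size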
# Target sequence (O15648 whole entry, looked up): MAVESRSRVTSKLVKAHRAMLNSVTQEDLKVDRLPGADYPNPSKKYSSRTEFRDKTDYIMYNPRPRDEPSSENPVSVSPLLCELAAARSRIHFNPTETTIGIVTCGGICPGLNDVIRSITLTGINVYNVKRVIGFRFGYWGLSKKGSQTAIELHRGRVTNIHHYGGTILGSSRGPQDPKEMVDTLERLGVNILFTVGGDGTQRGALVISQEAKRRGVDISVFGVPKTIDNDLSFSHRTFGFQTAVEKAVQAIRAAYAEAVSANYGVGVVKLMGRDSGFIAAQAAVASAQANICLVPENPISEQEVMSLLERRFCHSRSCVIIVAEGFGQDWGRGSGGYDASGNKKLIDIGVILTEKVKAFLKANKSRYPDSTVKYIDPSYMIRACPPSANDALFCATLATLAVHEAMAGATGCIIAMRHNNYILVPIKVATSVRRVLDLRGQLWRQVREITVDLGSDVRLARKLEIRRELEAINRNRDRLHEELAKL
#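 Activity is normalized to no-enzyme wells (full inhibition) and 1.25 nM enzyme wells (no inhibition). Reaction: 0.5 mM F6P, 0.1 mM ATP, 45 min RT, ADP-Glo luminescence; concentration-response curves fitted and classed by quality.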
# Coupling enz: inhibits coupling enzyme system, counter-screen for aldolase hits; coupling enzyme system counterscreen, AmpLite Red fluorescence; activity change, negative = inhibition, % at 58.2 µM, hits read low; 290,000 compounds, 0.67% hits; in the data active means activity change below about -30%; further: on the % scale 0 is the no-effect control and ±100 the full control effect
#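 Counterscreen of the coupled detection system alone, without aldolase: glyceraldehyde-3-phosphate coupling enzymes plus AmpLite Red readout. Compounds at 57.5 uM final, 10 min RT preincubation, 20 min RT reaction, fluorescence 525/598 nm.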
# Giardia kill: kills Giardia lamblia; Giardia lamblia trophozoite viability; activity change, % at 7.66 µM, hits read low; 340,000 compounds, 0.15% hits; in the data active means activity change below about -80%; inconclusive means between about -30% and that limit;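 further: parasites exposed to compound for two days anaerobically before the ATP read; on the % scale 0 is the no-effect control and ±100 the full control effect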
#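 Killing of trophozoites was scored by loss of ATP luminescence after a 48 hrs anaerobic exposure to compounds at 37 deg C, using 100 cells per well.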
# uPA generation: cell surface uPA generation inhibition; AID 540303; Potency, µM (series often up to 38.3 µM), for the others: top-dose activity change, negative = inhibition, actives largely listed as inhibitors; cell surface uPA generation assay, qHTS; 330,000 compounds, 0.31% hits; active means well fitted inhibition curve with a large enough effect; inconclusive means small, poorly fitted or top-dose-only effect; inactive means no such curve, though single readings can be large or run the other way; tested in mouse RAW 264.7 cells; further: potency means the concentration at half of the fitted maximal effect; on the % scale 0 is the no-effect control and ±100 the full control effect; nearly all actives have a fitted effect of over 55% in size
# ELG1 genotoxic: inducers of genotoxicity in HEK293T ELG1-luciferase cells. 330,000 compounds, 1.3% hits. Potency, µM (doses to about 46 µM), for inactives: at the top dose activity change, positive = activation, usual class: activators. AID 504466. HEK293T ELG1-luciferase reporter, luminescence, 16 h; further: potency means the concentration at half of the fitted maximal effect; % of control where 0% means no effect; nearly all actives have a fitted effect of over 60% in size
#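 Cells (2,000/well) expressing the ELG1-luciferase fusion are dosed by pin tool and kept 16 hr at 37 °C, 5% CO2. Signal comes from ONE-Glo luciferase reagent after 30 min at room temperature.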
# RORg inh: ROR gamma (mouse) transcription inhibition; P51450; Drosophila S2 Gal4-RORgamma UAS-luciferase reporter, 20 h; Potency, µM (series often up to 53.6 µM), inactives show at the highest dose activity change, negative = inhibition, most hits filed as inhibitors; 310,000 compounds, 5.4% hits; AID 2551; further: potency means the concentration at half of the fitted maximal effect; on the % scale 0 is the no-effect control and ±100 the full control effect; nearly all actives have a fitted effect of over 60% in size
# Target sequence (P51450 whole entry, looked up, the tested form may be a part): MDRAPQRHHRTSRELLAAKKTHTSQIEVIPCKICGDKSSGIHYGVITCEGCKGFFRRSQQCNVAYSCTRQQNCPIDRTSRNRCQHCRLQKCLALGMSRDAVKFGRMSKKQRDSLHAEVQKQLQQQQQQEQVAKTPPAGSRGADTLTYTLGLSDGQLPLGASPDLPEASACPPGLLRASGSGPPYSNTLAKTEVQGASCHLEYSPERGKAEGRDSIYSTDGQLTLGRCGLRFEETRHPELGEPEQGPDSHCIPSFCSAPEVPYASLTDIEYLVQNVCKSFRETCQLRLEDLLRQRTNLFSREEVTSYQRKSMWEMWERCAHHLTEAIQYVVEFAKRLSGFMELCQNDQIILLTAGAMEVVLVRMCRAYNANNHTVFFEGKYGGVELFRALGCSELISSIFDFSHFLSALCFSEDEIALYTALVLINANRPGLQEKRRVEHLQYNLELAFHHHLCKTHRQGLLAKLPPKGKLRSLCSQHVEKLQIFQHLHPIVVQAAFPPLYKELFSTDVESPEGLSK
#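 ROR gamma transcriptional activity was tracked as Gal4-UAS luciferase output in stably transfected Drosophila Schneider cells, with compound added 1 hr before 700 uM copper sulfate induction and a 20 hr ambient-temperature incubation.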
# FLuc modulator: inhibits or activates purified firefly luciferase, miR-21 counter-screen; 360,000 compounds, 6.9% hits; Potency, µM (series often up to 57.5 µM), without a hit: top-dose activity change, negative = inhibition, actives largely listed as inhibitors; purified FLuc, Km substrates, luminescence inhibition;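 further: potency means the concentration at half of the fitted maximal effect; plate controls were vehicle for no effect and reference inhibitor for full effect; nearly all actives have a fitted effect of over 55% in size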
#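 Biochemical qHTS of compounds, final roughly 60 µM downward over six points, against 10 nM purified firefly luciferase using Km concentrations of substrates (10 uM D-luciferin, 10 uM ATP) in Tris acetate pH 7.5 buffer; luminescence output.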
# KCNH2 3.1 inh: inhibitors of human KCNH2 3.1 potassium channel isoform | activity change, % (tested at about 1.8 µM) | AID 720553 | U2OS KCNH2 3.1, thallium flux FluxOr; hits give low values | 340,000 compounds, 0.95% hits;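 active means maximum activity change below -70%; inconclusive means maximum activity change from -70% to -50%; inactive means maximum activity change above -50%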;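 further: thallium influx rate constant from kinetic fluorescence after stimulation buffer; on the % scale 0 is the no-effect control and ±100 the full control effect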
#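 U2OS cells transduced with KCNH2 3.1 mutant virus (1.77 x 10^8 /mL, 4 h), plated overnight at 37 C, loaded 45 min with FluxOr dye plus Red40 quencher. Thallium flux rate constant from kinetic reads after stimulation buffer, normalised to controls.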
# Rab9 promoter act: activators of Rab9 promoter | Huh7 Rab9 promoter-luciferase reporter, luminescence, 24 h | Potency, µM (highest dose often 9.22 µM), without a hit: at the highest dose activation, negative = inhibition, hits mostly activators | 320,000 compounds, 2.8% hits | AID 485297; further: potency means the concentration at half of the fitted maximal effect; % of control where 0% means no effect; nearly all actives have a fitted effect of over 60% in size
#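 Promoter activation is measured as luciferase luminescence in Huh7 cells stably transfected with a Rab9 promoter–luciferase construct, following 24 h compound exposure at 37 °C and 10 min reagent incubation at ambient temperature.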
# NPC1 promoter act: activators of NPC1 promoter. 320,000 compounds, 2.4% hits. Potency, µM (titrated, usually from 9.22 µM), for inactives: top-dose activation, actives largely listed as activators. Huh7 NPC1 promoter luciferase reporter, 24 h;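 further: potency means the concentration at half of the fitted maximal effect; % of control where 0% means no effect; nearly all actives have a fitted effect of over 60% in size; reporter is driven by a mutant NPC1 promoter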
#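 Luciferase expression driven by the NPC1 promoter was measured in stably transfected Huh7 cells after a 24 h compound incubation, using a luciferase reagent and a luminescence read.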
# Numbers without * were called inactive; ? = inconclusive; · = no result given; [ ] = remark or other dose. Unless noted, the call rests on the fitted dose curve; in most records, active means well fitted curve in the direction sought with a large enough effect; inconclusive means small, poorly fitted or top-dose-only effect, or another doubt; inactive means no such curve, though single readings can be large; an effect the other way counts as inactive or inconclusive. The order is random; about 14% have a hit in one of these screens.
# Values run as follows: NPC1 promoter act	ELG1 genotoxic	Rab9 promoter act	FLuc modulator	Giardia kill	Tb PFK block	RORg inh	VP16 counter	uPA generation	KCNH2 3.1 inh	Coupling enz
> CCn1nc(C)c(NC(=O)CSc2nnc(-c3ccco3)n2C)c1C
    -0.1%	-13.8%	1.2%	-0.2%	-3.3	-5.5%	0.5%	-3.8%	-1.0%	0.1	2.3
> CCOc1ccc(N(CC(=O)NCc2ccc(F)cc2)C(=O)c2snc(C(N)=O)c2N)cc1
    -0.4%	12.0%	-1.1%	-0.3%	-9.7	0.4%	1.5%	-3.5%	-0.9%	2.0	-2.1
> COc1ccc(OCC(=O)NNC(=O)c2c(-c3ccccc3Cl)noc2C)cc1
    -1.0%	1.4%	-3.0%	3.5%	28.7	15.2%	14.0%	3.8%	-5.1%	15.9	2.2
> COc1cc(C(=S)N2CCOCC2)cc(OC)c1OC(=O)c1cccc(C)c1
    -3.3%	-8.6%	-2.9%	10.3%	27.6	-0.5%	4.7%	2.3%	-2.0%	0.8	-0.8
> COCCSc1ccccc1C(=O)N1CCN(c2ccccc2OC)CC1
    -8.5%	-4.1%	-5.6%	-2.4%	7.4	1.2%	0.1%	-1.6%	-9.2%	2.9	-2.2
> O=C(c1ccc(Cl)c(S(=O)(=O)N2CCOCC2)c1)N1CCCCC1
    -7.7%	-2.7%	0.8%	-2.1%	0.3	1.2%	30.8%	5.3%	-1.4%	1.3	-1.7
> Cc1cc(O)c(C(=O)/C=C/c2c(F)c(F)c(F)c(F)c2F)c(=O)o1
    0.7%	-0.2%	0.1%[1.84 µM]	?	16.5	2.8%	-17.3%	-2.0%	0.7%	-5.6	-5.5
> Cc1sc2nc(-c3ccco3)oc(=O)c2c1C
    8.9%	13.7%	11.8%	?	10.8	0.3%	-8.2%	-5.2%	-6.0%	-1.1	2.4
> Cc1n(Cc2ccccc2)c2cc([N+](=O)[O-])ccc2[n+]1Cc1ccccc1
    -2.6%	1.0%	-1.5%	-2.9%	19.3	-1.4%	-18.8%	-1.1%	7.6%	4.0	2.7
> Clc1ccc(CSc2nnc(-c3cccnc3)o2)cc1
    -1.7%	-0.1%	-5.9%	-2.4%	11.6	-10.0%	17.2%	-1.2%	3.6%	-2.2	·
> C=Cn1cc[n+](CC(=O)c2cc(C(C)(C)C)c(O)c(C(C)(C)C)c2)c1
    -1.9%	-9.1%	-0.6%	-0.1%	14.9	0.5%	?	-12.5%	11.5%	-32.8	-0.7
> CN(CCc1ccccn1)C(=S)Nc1cccc(S(=O)(=O)N(C)C)c1
    -1.7%	1.3%	5.7%	1.0%	1.4	3.3%	2.5%	3.9%	-1.5%	10.4	-0.2
> O=C(CSc1nnnn1-c1ccccc1)NCC1(N2CCOCC2)CCCCC1
    -0.8%	-0.7%	2.6%	-0.1%	8.6	5.4%	·	·	-32.1%	8.1	·
> Cc1ccccc1-c1ncc(CN2CCN(C3CCCCC3)C(CCO)C2)cn1 (stereo not given)
    3.7%	-1.0%	-7.3%	-2.5%	-1.7	-16.7%	2.2%	?	7.9%	10.0	-6.1
> CCOc1ccc(N=C2NC(=O)C(CC(=O)O)S2)cc1 (stereo not given)
    10.8%	6.8%	11.9%	-15.1%	7.7	-0.4%	38.8%	9.5%	3.7%	6.1	-1.1
> O=C(NCc1ccco1)c1cc(-c2ccc3c(c2)OCO3)on1
    2.51µM*	?	3.98µM*	?	-11.4	-5.8%	-24.7%	-1.2%	·	-3.7	4.2
> Cc1ccc(NC(=O)Cn2cnc3cc([N+](=O)[O-])ccc3c2=O)c(Cl)c1
    1.2%	-2.0%	-2.6%	1.8%	5.5	0.4%	-7.7%	?	3.7%	2.9	3.2
> COc1ccc(OC)c(CN2CCC(C(=O)N3CCN(c4ccccc4F)CC3)CC2)c1
    -0.6%	-3.4%	-6.0%	-1.0%	-0.8	-3.6%	33.9%	-14.4%	-2.4%	-17.1	-0.7
> CC(=O)Nc1ccc(S(=O)(=O)n2nc(C)cc2C)cc1
    -0.6%	-2.9%	-3.8%	-2.5%	-26.0	-1.6%	3.8%[0.365 µM]	·	-0.1%	-4.3	1.4
> COc1ccc2cc(Br)ccc2c1CC(=O)N(C)C
    -5.2%	-2.6%	-2.7%	-1.2%	-9.2	2.3%	-3.4%	-0.6%	-12.1%	9.4	0.6
> COCCN(C(=O)c1ccc(NC2CC2)c([N+](=O)[O-])c1)c1c(N)n(CC(C)C)c(=O)[nH]c1=O
    -4.1%	-3.4%	-3.0%	7.5%	-10.2	-4.6%	·	·	1.1%	-5.2	·
> CCCCCCCCC(=O)NNC(=O)c1c(O)c2ccccc2n(CC)c1=O
    -4.1%	-11.2%	-5.1%	-6.2%	-5.5	-2.2%	-11.0%	-2.1%	4.3%	-13.8	7.1
> CCN(CC)CCCNC(=O)c1nn(-c2ccccc2OC)c(=O)c2ccccc12
    -0.8%	1.4%	-3.1%	-0.2%	-12.5	-11.5%	-6.0%	2.0%	-4.2%	0.4	2.3
> O=C(NCCc1ccccc1)c1ccccc1NC(=O)C1CC=CCC1C(=O)O (stereo not given)
    25.7%	17.1%	28.5%	?	-4.5	-6.1%	-15.1%	-3.1%	6.3%	9.9	4.9
> COC(=O)NC(NC(=S)Nc1ccccc1OC)C(Cl)(Cl)Cl (stereo not given)
    5.0%	-1.5%	0.7%	-6.7%	5.1	0.0%	-4.7%	-15.6%	-1.7%	2.3	5.3
> COC(=O)c1ccccc1NC(=O)CN1CCC(NC(=O)c2ccc(C)cc2)CC1
    4.0%	-3.7%	-1.9%	-19.7%	-7.2	-6.0%	-16.5%	-12.3%	-1.7%	-1.1	1.0
> COc1cc(OC)cc(C(=O)Nc2cccc3nc(C)ccc23)c1
    -2.8%	-1.8%	4.2%	-7.5%	10.7	10.9%	-6.4%	-9.6%	5.5%	-13.6	0.0
> CCO[C@H]1OC(C(=O)N2CCCCCCC2)=C[C@@H](c2ccccc2)[C@@H]1CCCO
    0.6%	-1.2%	-3.9%	0.0%	27.6	-10.4%	20.7%	5.8%	14.8%	4.0	-2.9
> CCn1cc(S(=O)(=O)Nc2cc(C(=O)OC)ccc2C)cn1
    -11.1%	-0.4%	0.2%	-1.2%	-26.4	0.4%	-32.2%	8.5%	-10.2%	4.8	·
> O=C(N/N=C/c1cccc(OCc2ccccc2)c1)c1cccs1
    23.3%	5.0%	27.5%	13.5µM*	1.2	0.6%	?	?	-3.1%	-10.0	0.6
> S=C(NCCc1ccccc1)NCc1cccc(Cl)c1
    16.9%	2.8%	5.8%	-13.9%	-13.0	2.9%	17.8%	-5.8%	1.3%	-7.4	·
> O=c1c2ccc(Cl)cc2nc(-c2cccc(C(F)(F)F)c2)n1O
    -25.2%	-9.2%	-18.7%	-1.2%	0.9	-8.6%[0.46 µM]	7.08µM*	3.55µM*	-12.1%	13.9	1.3
> COc1ccc(NS(=O)(=O)c2cc(S(C)(=O)=O)ccc2C)cc1
    -0.8%	-0.3%	3.1%	3.0%	?	-0.3%	18.1%	6.7%	3.0%	8.8	2.8
> Cc1ccc(C)c(NC(NC(=O)c2cccnc2)C(Cl)(Cl)Cl)c1 (stereo not given)
    -1.9%	-4.2%	-1.0%	3.2%	-8.5	2.9%	-4.5%	-9.7%	-1.5%	0.8	0.9
> Cc1ccc2nc(NC(=O)C3CCCN(S(=O)(=O)c4cnc[nH]4)C3)sc2c1 (stereo not given)
    ?	5.0%	?	12µM*	?	3.9%	17.8%	-18.5%	-3.5%	24.7	-5.5
> CCN1C(=O)/C(=C/C=C2/SCCN2C)SC1=S
    0.447µM*	?	0.447µM*	0.849µM*	-9.1	-0.7%	-20.6%	1.7%	-1.0%	-12.6	-1.7
> Cc1ccnc(NC(=O)c2ccc3c(c2)NC(=O)C(C)S3)c1 (stereo not given)
    0.708µM*	?	0.631µM*	1.9µM*	-5.0	-0.5%	·	·	?	12.8	·
> COc1ccc(Br)c(C(=O)Nc2cccc(S(=O)(=O)N3CCOCC3)c2)c1
    -3.0%	-1.0%	-2.2%	5.8%	-23.6	-8.4%	·	·	-2.4%	6.7	·
> O=C(N/C(=C\c1ccccc1)C(=O)N1CCOCC1)c1cccc(Br)c1
    -3.1%	-4.9%	-1.1%	-2.5%	5.9	0.4%	6.4%	2.4%	-19.9%	-5.1	-2.6
> COc1ccc(C2=NN(C(=O)CSc3ncccn3)C(c3cccc(OC)c3OC)C2)cc1 (stereo not given)
    1.0%	-1.8%	1.3%	-2.5%	-3.8	-2.8%	-20.2%	-3.4%	-4.1%	7.0	-0.5
